OX1R antag-1 – antagonists of human orexin 1 receptor. O43613. CHO/OX1R cells, Fluo-8 calcium fluorescence, orexin A. inhibition, % at 5 µM. 330,000 compounds, 0.43% hits. AID 434989;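 active = inhibition above its plate's threshold, mean inhibition of all tested compounds on the plate plus 3 SD, cut at about 37% in these data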;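 note: 0% = orexin A challenge wells and 100% = SB-334867-A antagonist wells; not every result past the cut was called active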
Target sequence (O43613 whole entry, looked up): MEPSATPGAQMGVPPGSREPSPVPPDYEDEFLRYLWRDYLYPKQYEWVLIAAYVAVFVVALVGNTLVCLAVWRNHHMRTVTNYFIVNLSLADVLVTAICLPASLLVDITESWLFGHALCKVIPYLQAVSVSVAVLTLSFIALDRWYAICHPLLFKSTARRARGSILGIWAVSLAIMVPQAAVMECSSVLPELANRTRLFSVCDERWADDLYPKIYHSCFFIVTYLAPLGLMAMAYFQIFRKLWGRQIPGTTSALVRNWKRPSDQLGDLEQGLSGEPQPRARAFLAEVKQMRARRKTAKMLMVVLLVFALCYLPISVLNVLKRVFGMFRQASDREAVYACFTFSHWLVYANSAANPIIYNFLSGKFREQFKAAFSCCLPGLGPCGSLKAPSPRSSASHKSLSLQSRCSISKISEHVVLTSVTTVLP
STK33 inh – human STK33 kinase inhibition; purified STK33, MBP phosphorylation, ADP-Glo luminescence; inhibition, % at 10 µM; 320,000 compounds, 0.073% hits; Q9BYT3;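 active = inhibition at or above 25%, using the most active replicate where run in duplicate; inactive = inhibition below 25%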
Target sequence (Q9BYT3 whole entry, looked up): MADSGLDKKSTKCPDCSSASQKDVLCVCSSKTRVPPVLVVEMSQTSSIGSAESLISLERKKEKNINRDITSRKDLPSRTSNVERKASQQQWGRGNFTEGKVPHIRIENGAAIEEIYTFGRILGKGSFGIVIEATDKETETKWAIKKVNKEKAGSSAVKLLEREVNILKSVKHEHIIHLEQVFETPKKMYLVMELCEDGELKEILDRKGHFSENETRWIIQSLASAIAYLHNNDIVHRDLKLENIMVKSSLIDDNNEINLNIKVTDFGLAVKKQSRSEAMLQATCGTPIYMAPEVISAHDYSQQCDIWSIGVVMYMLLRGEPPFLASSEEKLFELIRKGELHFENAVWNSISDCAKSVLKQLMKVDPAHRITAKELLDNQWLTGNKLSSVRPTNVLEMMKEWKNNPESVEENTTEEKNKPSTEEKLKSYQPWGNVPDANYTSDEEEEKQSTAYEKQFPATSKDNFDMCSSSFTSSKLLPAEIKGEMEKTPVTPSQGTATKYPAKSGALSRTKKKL
OX1R antag-2 – blocks the human orexin 1 receptor; OX1R-expressing cells, FRET antagonist read-out; AID 485270; O43613; 330,000 compounds, 1.8% hits; inhibition, % at 6.6 µM; in the data active = inhibition mostly above about 38%, no sharp cut-off; inactive = mostly below about 40%;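 note: 0% = agonist challenge alone and 100% = reference antagonist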
Numbers without * were called inactive; · = no result given.

canonical_smiles	OX1R antag-1	OX1R antag-2	STK33 inh
Cc1cccc(Nc2nnc(SCc3cn4ccsc4n3)s2)c1	-9	10	1.9
CCN1CCN(Cc2c(O)ccc3c(=O)c(-c4ccc(OC)c(OC)c4)c(C)oc23)CC1	-13	12	-0.9
Cc1cc(Oc2nnnn2-c2ccccc2)ccc1Cl	-22	18	-0.8
O=C(Cn1cncn1)NCc1cccc(C(F)(F)F)c1	-2	13	-1.1
N#CCC(CNc1ncc(C(F)(F)F)cc1Cl)OC(=O)c1cccc(C(F)(F)F)c1 (configuration not stated)	-23	1	-0.7
Cc1ccc(S(=O)(=O)/C(C#N)=C/c2c(N3CCCCC3)nc3ccccn3c2=O)cc1	-33	4	-0.7
COc1ccc(Cl)cc1C(=O)NNC(=S)NC(=O)c1cc(-c2ccc(Cl)cc2)nc2ccccc12	-5	18	0.4
Cn1c(-c2ccsc2)c(-c2cccs2)c2cc(Br)ccc21	-9	4	-1.0
NC(=O)C[n+]1cccc(CNC(=O)c2ccc(OC(F)F)cc2)c1	-17	19	-0.6
COc1ccc(CCNS(=O)(=O)c2ccc3c(c2)NC(=O)C(C)S3)cc1OC (configuration not stated)	-22	43	-1.9
O=C(NN1C(=O)C2C(c3ccccc3)C=CC(c3ccccc3)C2C1=O)c1ccncc1 (configuration not stated)	9	11	0.2
CC(=O)OCCNc1cc(SC(C)C)c2nonc2c1[N+](=O)[O-]	-25	104*	-0.2
CCOC(=O)[C@@H]1[C@H]2COc3cc(OC)ccc3[C@H]2N2C(=O)N(c3cccc(Cl)c3)C(=O)[C@]12C	0	22	-1.0
COc1ccccc1-c1nc(C(=O)NCC2CCCO2)cc2c1[nH]c1ccccc12 (configuration not stated)	-40	16	2.3
O=C(O)COc1ccc(/C=N/O)cc1Br	-16	3	1.1
COc1ccccc1CC(=O)Nc1ccc2c(c1)CCC2	-6	13	0.1
COc1ccc(/C(N)=N/OC(=O)Cc2ccc(C)cc2)cc1OC	-32	7	-0.9
S=C1NC2=C(CCC/C2=C\c2ccc(Cl)cc2)C(c2ccc(Cl)cc2)N1 (configuration not stated)	-35	5	-0.9
CCOC(=O)N1CCN(C(=O)COC(=O)COc2c(C)cc(C)cc2C)CC1	-21	11	3.4
COCn1c(-c2ccccc2)nc2ccccc21	-6	3	-0.6
COC(=O)c1cccnc1-n1c(=O)c2cccnc2n(CC(=O)Nc2ccc(Br)cc2)c1=O	-24	3	0.5
Cc1ccc(NC(=O)CO/N=C(\N)c2ccccc2)cc1C	-6	10	0.0
C[C@H](CO)N1C[C@H](C)[C@@H](CN(C)S(=O)(=O)c2ccccc2)Oc2ccc(NC(=O)CCC(F)(F)F)cc2C1=O	-5	6	-1.4
CCO/N=C/c1ccc(OC)c(Oc2nc(OC)cc(OC)n2)c1	-23	4	-0.9
CN(C)C(=O)c1nc2ccccc2s1	-13	6	-0.8
CCN(CC)Cc1c(C(=O)N2CCc3ccccc3C2)nc2ccc(Cl)cn12	-25	16	-0.5
Cn1c(CNC(=O)c2ccco2)nnc1SCC(=O)c1ccc(Br)cc1	4	10	-2.1
CCOC(=O)c1cnc(SCC(=O)Nc2ccc3c(c2)OCCO3)nc1N	-13	6	-0.4
COc1ccc(NC(=O)CN(C)S(=O)(=O)c2ccc3c(c2)c(=O)n(C)c(=O)n3C)cc1	-2	-2	-1.2
CCC(C)(C)NC(=S)Nc1ccc(-c2nc3ccc(C)cc3s2)cc1	-13	0	-0.8
Cc1noc(C)c1COc1ccc(C(=O)NNC(=O)c2ccccc2O)cc1	-24	9	0.7
CC1CCCN(c2ccc3nc4ccccc4c(=O)n3n2)C1 (configuration not stated)	-19	34	·
Cc1ncsc1C(=O)N1CCCC(CNS(=O)(=O)c2cccs2)C1 (configuration not stated)	-27	17	-0.4
N#CCCN(Cc1cccnc1)C(=S)NC1CC2C=CC1C2 (configuration not stated)	-9	4	-16
O=C(CN(C(=O)Cn1nnc(-c2ccc(F)cc2)n1)C1CCCC1)NC1CCCC1	-7	6	-1.6
COc1ccc(OC)c(CNn2c(-c3cccc(C)c3)nc3ccccc3c2=O)c1	6	50*	0.0
CCn1c2ccc(/C(C)=N\O)cc2c2cc(/C(C)=N\O)ccc21	-20	5	37*
CN(C)C(/C=C/Nc1ccc(O)cc1)=C(C#N)C#N	-15	45	-0.3
O=C(Cc1ccc(F)cc1)c1ccc(O)cc1O	-1	12	-0.2
O=C(CCN1C(=O)C2C3CCC(C3)C2C1=O)Nc1cccc(Cl)c1 (configuration not stated)	-1	9	0.0
O=c1c2cccnc2[nH]c(=S)n1CCCN1CCN(c2ccc(F)cc2)CC1	-25	3	-1.0
Cc1ccc(C)c(OCc2cc(C(=O)N3CCC(N4CCCC(O)C4)CC3)no2)c1 (configuration not stated)	-10	8	-3.6
CC(C)C(CCNC(=O)CN1C(=O)c2ccccc2C1=O)c1ccco1 (configuration not stated)	-16	8	-2.1
CCN(CC(=O)NC(C)(C)C)C(=O)C(c1ccccc1)c1ccccc1	-34	2	-2.1
CCC1CCCCN1CCCNC(=O)c1ccc(CS(=O)(=O)Cc2ccc(Cl)cc2)o1 (configuration not stated)	-6	-3	-0.8
CC(=O)c1cccc(NCC(=O)N2CCN(S(=O)(=O)c3ccccc3)CC2)c1	-2	-1	0.2
CC(C)c1cc(NCCOCCO)n2c(nc3ccccc32)c1C#N	-2	-5	-1.0
COC(=O)/C(=C1/Oc2ccc(C)cc2S1)C(F)(F)F	-8	5	-0.7
COc1ccc(NS(=O)(=O)c2ccc(C)c(C(=O)NCC(c3ccco3)N(C)C)c2)cc1 (configuration not stated)	-16	18	0.9
CN1CCN(c2oc(Cc3cccc4ccccc34)nc2C#N)CC1	-31	12	-0.4
CC(C)(C)OC(=O)C[C@H]1C/C=C\C[C@@H](CC(=O)N[C@H](CO)Cc2ccccc2)C(=O)NC[C@H](c2ccccc2)OC1=O	-12	1	0.2
CC(C)(C)OC(=O)N1CCN(c2ccc(NC(=O)Cn3nnc(-c4ccccc4)n3)cc2)CC1	-23	9	-1.2
Cc1cccc(NC(=S)N2CCN(c3ccccc3F)CC2)c1C	-15	9	0.5
Cc1ccc(-c2csc3nc(C)n(-n4c(C)ccc4C)c(=O)c23)o1	-14	35	-2.5
N#Cc1ccccc1NC(=O)Nc1cccs1	-7	5	-0.7
CN(Cc1ccccc1)C1(CNC(=O)CCC(F)(F)F)Cc2ccccc2C1	-33	10	0.3
O=C(NCc1ccc(Cl)cc1)C1CCN(S(=O)(=O)c2ccc(F)cc2)CC1	-16	21	2.0
COc1cccc(CNC(=O)c2nnn(CC(=O)Nc3ccc(C)c(C)c3)c2N)c1	-7	7	-0.5
CCOC(=O)[C@@H]1[C@H]2COc3cc(OC)ccc3[C@@H]2N2C(=O)N(c3ccc(F)cc3)C(=O)[C@@]12C	-8	9	-0.8
CCCCCc1cc(=O)oc2c(C(CCN3CCCC(C)C3)c3ccc4c(c3)OCO4)c(OC)cc(OC)c12 (configuration not stated)	-1	26	-1.7

Some of the entries so far, with the structure last:
OX1R antag-1	OX1R antag-2	STK33 inh	SMILES
-2	-1	0.2	CC(=O)c1cccc(NCC(=O)N2CCN(S(=O)(=O)c3ccccc3)CC2)c1
-16	21	2.0	O=C(NCc1ccc(Cl)cc1)C1CCN(S(=O)(=O)c2ccc(F)cc2)CC1

Going on with the list:
canonical_smiles	OX1R antag-1	OX1R antag-2	STK33 inh
O=C(COC(=O)/C=C/c1cccc(Br)c1)NC1CCCCCC1	-11	3	-0.8
O=C(c1cc(COc2ccc(F)cc2Cl)on1)N1CCCCCC1	-24	15	·
CC1=CC(=O)C2=C(C)CC[C@@H]3[C@H](OC(=O)[C@H]3C)[C@@H]12	-18	11	-1.0
COCCNC(=S)N(CCc1c(C)[nH]c2ccc(C)cc12)Cc1cccnc1	-7	15	0.1
COc1ccccc1NC(=O)c1c(O)c2ccccc2[nH]c1=O	-7	-1	0.3
CO/N=C(\N)c1ccc([N+](=O)[O-])cc1	-10	19	-1.4
CC(C)C(c1nnnn1Cc1ccco1)N1CCN(c2cccc(Cl)c2)CC1 (configuration not stated)	-11	28	-4.8
COc1ccccc1NC(C)=[N+](C)CCNS(=O)(=O)c1ccc(Cl)cc1	-6	8	0.2
CNS(=O)(=O)c1ccc2c(c1)oc(=O)c1cc(S(=O)(=O)NC)ccc12	-6	31	-2.0
CC1=CC(C)(C)N2C(=O)C(=Nc3ccc(O)cc3)c3cccc1c32	-2	24	3.9
Cc1c(NC(=O)c2c(N)sc3c2CCCC3)c(=O)n(-c2ccccc2)n1C	-24	-7	-2.0
CC(C)(C)c1ccccc1NC(=S)NCc1ccccc1	-16	6	-3.0
O=C(COC(=O)Cc1ccc(Cl)cc1)Nc1cc(S(=O)(=O)N2CCOCC2)ccc1N1CCCC1	-18	7	-0.3
CSc1ccc(/C=N/Nc2nc(C)cc(=O)[nH]2)cc1	1	16	-1.2
CCCOC(=O)Cn1cnc2scc(-c3ccc(OC)cc3)c2c1=O	-35	13	-1.7
O=C(O)c1ccc(S(=O)(=O)c2ccc3c(c2)C(=O)N(NC(=O)c2ccncc2)C3=O)cc1	2	16	-0.1
COc1cccc(NC(=O)c2nc3nc(C)cc(C(F)F)n3n2)c1	-19	15	6.8
COCCCNC(=O)CN(c1cc(Cl)ccc1OC)S(=O)(=O)c1ccc(C)c([N+](=O)[O-])c1	9	79*	0.8
CC[N+](CC)(CC(=O)Nc1c(C)cccc1C)Cc1ccccc1	-14	7	-1.9
COCC(=O)Nc1cccc(C(F)(F)F)c1	-1	14	-1.4
CC(=O)Nc1cc(C(=O)OCc2cccc([N+](=O)[O-])c2)ccc1C	0	14	-0.5
COc1ccccc1C(=O)Nc1c2c(nn1-c1ccc(Cl)cc1)CS(=O)(=O)C2	-12	12	0.2
CC(=O)N1c2ccc(S(=O)(=O)N(C)Cc3ccco3)cc2CC1C (configuration not stated)	4	-4	-0.9
COc1cc(NS(=O)(=O)c2ccc(NC(=O)/C(=C\c3ccccc3OC)NC(=O)c3ccccc3)cc2)nc(OC)n1	13	25	-2.6
COC(=O)CN1C(=S)N(c2ccc(F)cc2)C(=O)C1CC(=O)Nc1ccc(F)cc1 (configuration not stated)	-22	6	-1.0
O=C(COc1ccccc1[N+](=O)[O-])N(Cc1ccco1)C1CCS(=O)(=O)C1 (configuration not stated)	-4	6	1.1
CCOC(=O)C1CCN(S(=O)(=O)c2cccc(-c3cn4cc(C)ccc4n3)c2)CC1	-6	56	-0.7
O=C(Cc1ccc(N2CCNC2=O)cc1)N1CCCC(Nc2cccc(F)c2)C1 (configuration not stated)	-78	4	3.5
Cc1ccccc1C(=O)NC(=S)NCc1ccccc1	-22	10	-1.1
COc1cccc(C2=NOC(C(=O)Nc3cccnc3Cl)C2)c1 (configuration not stated)	-17	11	-1.7
O=C(Nc1cccc2ccccc12)NC(Cc1ccccc1)C(=O)O (configuration not stated)	5	8	-3.9
CN(C)c1nc2sc3c(c2c(=O)n1C)CC(C)(C)OC3	-25	27	38*
Cc1ccc(-n2c(C)cc(/C=N/NC(=O)CN(c3ccc(C)cc3C)S(C)(=O)=O)c2C)cc1	-12	11	-0.6
CCOC(=O)N1CCc2c(sc(N)c2C#N)C1	-5	0	0.4
CCN(CC(=O)N1CCc2ccccc2C1)S(=O)(=O)c1ccc2ccccc2c1	-21	4	-1.8
CC1Cc2ccccc2N1c1ncnc(N)c1[N+](=O)[O-] (configuration not stated)	4	17	2.8
Cc1cc(NC(=O)CSc2sc3c(O)cc(=O)[nH]c3c2C#N)ccc1Br	-2	22	0.6
CCCCn1c(CCNC(=O)c2cccs2)nc2ccccc21	-20	38	-0.1
CCOc1ccccc1NC(=O)C1CC2CCCC(C1)C2=O (configuration not stated)	-16	16	0.2
O=C(Cn1c(=O)c2c(ncn2Cc2ccccc2)n(Cc2ccccc2)c1=O)NC1CC1	-24	8	-1.7
O=C(COC(=O)C(Cc1ccccc1)NC(=O)c1ccc(Cl)cc1)c1ccc(Cl)cc1 (configuration not stated)	-17	11	-2.0
Cc1ccsc1C(=O)OCC(=O)N(Cc1ccccc1)C(C)C	40*	76*	-2.0
CC(C)COc1ccc(C(=O)Nc2scc(-c3ccc(Cl)cc3Cl)c2C(N)=O)cc1	-31	11	-1.1
COc1cc(OC)cc(C(=O)N(Cc2cc3cc(C)ccc3[nH]c2=O)C(C)C)c1	1	68	0.3
CCc1nnc(NC(=O)c2ccc(S(=O)(=O)N(CCOC)CCOC)cc2)o1	-4	24	-0.6
O=C(CSc1nc2ccccc2[nH]1)Nc1nc(-c2ccc(Br)cc2)cs1	-15	-2	-0.7
O=c1cc(-c2ccccc2)oc2ccc(O)cc12	-14	14	3.6
C=CCOn1c(-n2nc(C)cc2C)nc2ccccc2c1=O	-5	15	0.0

An excerpt from above in order of their number in OX1R antag-1, largest number first.
canonical_smiles	OX1R antag-1	OX1R antag-2	STK33 inh
Cc1ccsc1C(=O)OCC(=O)N(Cc1ccccc1)C(C)C	40*	76*	-2.0
COc1cc(OC)cc(C(=O)N(Cc2cc3cc(C)ccc3[nH]c2=O)C(C)C)c1	1	68	0.3
O=c1cc(-c2ccccc2)oc2ccc(O)cc12	-14	14	3.6
CC(C)COc1ccc(C(=O)Nc2scc(-c3ccc(Cl)cc3Cl)c2C(N)=O)cc1	-31	11	-1.1

Source: PubChem (several laboratories)

No enrichment for hits (roughly 2.2% active in at least one column).
